EBNA-1 inh – blocks EBNA-1 binding to DNA. EBNA-1 DNA binding, fluorescence polarization. 0.34% of 300,000 active. AID 1950. inhibition, % at 14.8 µM; in the data active means inhibition above about 28%
ZTA DNA inh – counter-screen for EBNA-1 inhibitors: inhibitors of Epstein-Barr virus ZTA; ZTA-DNA binding, fluorescence polarization; 0.15% of 320,000 active; AID 2234; inhibition, % at 11 µM; in the data active means inhibition above about 33%
Target sequence (P03206 whole entry, looked up): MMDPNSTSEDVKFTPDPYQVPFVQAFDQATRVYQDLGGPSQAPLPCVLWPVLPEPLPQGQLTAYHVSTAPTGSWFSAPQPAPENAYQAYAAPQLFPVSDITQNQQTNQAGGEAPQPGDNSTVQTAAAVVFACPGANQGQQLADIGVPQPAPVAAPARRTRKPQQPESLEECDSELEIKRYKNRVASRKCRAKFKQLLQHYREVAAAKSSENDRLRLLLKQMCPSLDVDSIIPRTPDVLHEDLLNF
Fh CTSL1 inh – counter-screen for PFM18AAP inhibitors: inhibitors of F. hepatica cathepsin L1; recombinant F. hepatica cathepsin L1, Z-Leu-Arg-MCA fluorescence; inhibition, % at 5.96 µM; 0.49% of 300,000 active;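 active means inhibition above the mean of all tested compounds plus 3 SD, set per screening campaign, cut at about 17% in these data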;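 further: 0% = plate median of test compound wells and 100% = 1 µM Z-Phe-Ala-diazomethylketone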
TPT1 inh – inhibitors of Candida albicans tRNA 2'-phosphotransferase TPT1. inhibition, % at 5 µM. 0.81% of 300,000 active. recombinant caTPT1, FP RNA substrate dephosphorylation. AID 1962;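 active means inhibition above the mean of all tested compounds plus 3 SD, set per screening campaign, cut at about 24% in these data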;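 further: plate controls were DMSO alone for no effect and ferristatin control at 100 nM for full effect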
Efflux pump inh – blocks antifungal efflux pumps in multiplex yeast assay; S. cerevisiae Candida pump triplex, Nile Red efflux; inhibition, % at 10 µM; 0.44% of 330,000 active; AID 485275;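 active means plate passing quality check with inhibition over a set limit, or well fluorescence over plate mean plus 4 SD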;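 further: Nile Red retained in pooled yeast measured as flow cytometry median fluorescence; 0% = buffer negative control and 100% = Enniatin B positive control; higher means more Nile Red kept so more efflux inhibition; some compounds called inactive have numbers as strong as hits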
core dimer inh – blocks dimerization of HCV core protein. TR-FRET GST/Flag-core106 dimerization, 1536-well. inhibition, % at 5 µM. 0.33% of 300,000 active;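 active means inhibition above the mean of all tested compounds plus 3 SD, set per screening campaign, cut at about 45% in these data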
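Assay system: GST-tagged and Flag-tagged HCV core protein residues 1-106 / Times: compound-protein-antibody incubation 4 h at 22.5 °C / Signal: time-resolved FRET, ex 340 nm, em 617 and 671 nm / Evaluation: % inhibition based on acceptor/donor emission ratio / Benchmarks: wells lacking GST-core106 and wells with excess unlabelled core106 / Repeats: singlicate, one well per compound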
PP1 inh – counter-screen for PP5 inhibitors: inhibitors of human PP1-alpha; purified PP1alpha, OMFP fluorescence; P62136; 0.9% of 320,000 active; inhibition, % at 6.7 µM;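 active means inhibition above the mean inhibition of all tested compounds plus 3 SD, computed separately for each screening campaign, cut at about 15% in these data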
Target sequence (P62136 whole entry, looked up): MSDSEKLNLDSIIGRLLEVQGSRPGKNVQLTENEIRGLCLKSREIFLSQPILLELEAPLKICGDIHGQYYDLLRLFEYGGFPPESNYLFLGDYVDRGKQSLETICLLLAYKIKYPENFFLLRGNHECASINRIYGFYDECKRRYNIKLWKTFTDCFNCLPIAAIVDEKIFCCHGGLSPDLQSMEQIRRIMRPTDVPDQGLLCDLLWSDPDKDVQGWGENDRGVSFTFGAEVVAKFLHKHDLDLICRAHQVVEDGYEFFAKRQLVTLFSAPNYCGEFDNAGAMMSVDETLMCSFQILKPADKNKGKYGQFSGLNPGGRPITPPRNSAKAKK
PP5 inh – inhibitors of human protein phosphatase 5 (PP5). 0.18% of 320,000 active. inhibition, % at 6.7 µM. P53041. purified PP5c, OMFP substrate fluorescence. AID 1987;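 active means inhibition above the campaign's mean inhibition across all tested compounds plus 3 SD, cut at about 9.5% in these data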;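 further: 0% = DMSO only and 100% = 100 µM cantharidin control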
Target sequence (P53041 whole entry, looked up): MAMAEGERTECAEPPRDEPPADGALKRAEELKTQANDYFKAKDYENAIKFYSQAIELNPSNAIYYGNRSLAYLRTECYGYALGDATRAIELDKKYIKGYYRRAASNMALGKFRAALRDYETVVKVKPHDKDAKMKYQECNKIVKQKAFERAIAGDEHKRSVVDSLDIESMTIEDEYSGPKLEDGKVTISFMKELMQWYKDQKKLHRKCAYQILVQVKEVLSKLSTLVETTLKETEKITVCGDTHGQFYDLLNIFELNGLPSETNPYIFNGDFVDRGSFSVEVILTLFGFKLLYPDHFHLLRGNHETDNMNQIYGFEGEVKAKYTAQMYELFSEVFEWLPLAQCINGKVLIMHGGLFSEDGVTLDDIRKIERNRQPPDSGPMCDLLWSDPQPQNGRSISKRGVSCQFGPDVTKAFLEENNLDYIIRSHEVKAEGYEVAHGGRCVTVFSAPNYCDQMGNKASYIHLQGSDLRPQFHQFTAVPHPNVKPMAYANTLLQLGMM
PREPL inh – human PREPL enzyme inhibition | Q4J6C6 | recombinant PREPL, fluorescence polarization activity-based probe | inhibition, % at 5.96 µM | 0.68% of 320,000 active | AID 2751; in the data active means inhibition above about 43%;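 further: 0% = enzyme with DMSO and 100% = wells lacking enzyme; many of its hits are not listed in these tables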
* = called active by the depositor; . = not tested or not shown. This is a subset. The share of hits here may be higher or lower than overall.

Preview, 2 compounds:
no.	molecule	EBNA-1 inh	ZTA DNA inh	Fh CTSL1 inh	TPT1 inh	Efflux pump inh	core dimer inh	PP1 inh	PP5 inh	PREPL inh
1	O=C(Nc1ccc2[nH]c(=O)[nH]c2c1)c1ccc([N+](=O)[O-])o1	.	-2	.	.	0.2	.	1	1.3	20
2	Cc1occc1C(=O)NCc1cccs1	7	0	-2	3	-0.2	1	-3	-1.0	-4

Results, from the start:
no.	molecule	EBNA-1 inh	ZTA DNA inh	Fh CTSL1 inh	TPT1 inh	Efflux pump inh	core dimer inh	PP1 inh	PP5 inh	PREPL inh
1	O=C(Nc1ccc2[nH]c(=O)[nH]c2c1)c1ccc([N+](=O)[O-])o1	.	-2	.	.	0.2	.	1	1.3	20
2	Cc1occc1C(=O)NCc1cccs1	7	0	-2	3	-0.2	1	-3	-1.0	-4
3	O=C(c1ccc(NS(=O)(=O)c2cccc(F)c2)cc1)N1CCCCC1	5	0	3	-4	0.0	-7	-4	2.6	10
4	CC(C)(C)c1ccc(NC(=O)CSc2n[nH]c(=O)n2-c2cccnc2)cc1	2	-3	-7	-3	0.1	-10	-6	3.7	6
5	Cn1c(SCC(=O)N2c3ccccc3CCc3ccccc32)nnc1-c1cc2ccccc2cc1O	12	1	-3	-2	0.1	22	12	3.2	14
6	O=C(Nc1nc2c(s1)CCCC2)c1ccc(S(=O)(=O)N2CCCc3ccccc32)cc1	0	-9	0	-2	0.1	18	6	4.0	-14
7	COc1ccc(-c2csc(N3CCN(c4cc5c(cc4Cl)nc(-c4ccncc4)n5CCOCCO)CC3)n2)cc1	1	-4	0	22	-0.1	5	0	-1.3	20
8	COc1ccc(N2CCN(C(=O)CSc3nc(C)cs3)CC2)cc1	-17	-5	12	-5	-0.1	-5	1	-1.6	19
9	CNC(=O)COc1ccc(-c2nn(C)c(=O)c3ccccc23)cc1	5	-2	1	0	-0.1	-3	1	-0.8	-3
10	C[N+]1(CCn2ccc3ccccc32)CCCCC1	0	3	0	-5	-0.2	1	1	0.9	20
11	O=C1C(Cl)=C(Nc2ccc(O)cc2)C(=O)c2ccccc21	-5	-10	0	-2	0.1	-26	2	1.2	15
12	O=C(COc1cc2oc(=O)cc(-c3ccccc3)c2cc1Cl)NC(Cc1c[nH]c2ccc(O)cc12)C(=O)O (centres undefined)	-3	9	6	-2	-0.2	-4	0	2.0	13
13	Cc1ccc(NC(=O)CSc2nc(N)c(-c3ccccc3)c(=O)[nH]2)cc1Cl	-5	-11	5	-2	0.1	18	10	-1.4	12
14	COc1ccc(S(=O)(=O)N(C)CC(=O)Nc2ccccc2SC)cc1Cl	7	-9	1	-5	-0.2	1	2	3.1	-1
15	C=CCc1c(C)nc(SC(C)C)[nH]c1=O	-7	-6	1	2	-0.1	-12	-2	-1.5	-3
16	O=C(COC(=O)CCc1ccccc1)NC12CC3CC(CC(C3)C1)C2	-10	-17	5	-1	0.1	4	10	-0.5	8
17	O=C(NCc1ccccc1)C(c1c(F)cccc1Cl)N(C(=O)c1csnn1)C1CC1 (centres undefined)	1	-1	-1	0	-0.1	-4	4	0.7	5
18	NCCCCc1cn(CC(=O)N2CCNCC2)nn1	-3	-2	0	-2	0.1	-11	1	5.0	-3
19	Cc1ccc(-n2ncc3c2CC(C)(C)CC3NC(=O)c2ccc[n+]([O-])c2)cc1 (centres undefined)	1	-4	-2	-4	0.0	2	1	-0.1	-2
20	CCN(CC(=O)Nc1ccc(NC(C)=O)cc1)C(=O)c1ccc2c(c1)OCO2	.	7	.	.	-0.1	.	-5	1.5	2
21	COc1ccc(C(=O)c2cn[nH]c2-c2cc(Cl)ccc2O)cc1	10	-3	3	-9	-0.3	0	-3	2.8	20
22	Cn1c(COc2ccc(Cl)cc2)nnc1SCC(=O)NC1CCCC1	3	-2	4	-1	0.0	8	-1	-1.1	18
23	O=C(NCc1ccccc1Cl)c1cnc2ccccc2n1	2	1	2	0	0.0	3	2	1.0	-7
24	O=C(Nc1cccc(O)c1)c1cnn2cccnc12	7	-6	-1	2	0.1	-4	2	2.2	8
25	COc1ccccc1NS(=O)(=O)c1cc(NC(=O)Nc2cccc(C)c2)ccc1N1CCCCC1	2	1	-4	-1	0.0	7	10	2.4	-3
26	COc1ccc(S(=O)(=O)N2CCCC(C(=O)NCc3ccc(F)cc3)C2)cc1 (centres undefined)	8	1	0	-1	0.0	0	-2	0.3	11
27	CC(CC#CCN1CCOCC1)OCCC#N (centres undefined)	-3	-11	2	0	-0.1	-3	0	-1.4	8
28	O=C(Nc1nnc(SCc2ccc(Cl)cc2)s1)c1ccco1	13	-6	0	1	0.1	-3	-3	4.9	-15
29	COc1ccc2oc(C(=O)OCC(=O)N3CCN(c4ccccc4)CC3)c(C)c2c1	-1	-8	2	-1	0.2	10	4	0.8	-22
30	COc1ccc(NC(=O)COC(=O)Cc2ccc(-c3ccccc3)cc2)c(OC)c1	1	3	4	0	0.4	6	4	0.0	17
31	COCCn1c(-c2ccc(OC)cc2)nc2ccccc21	-1	-4	5	-2	-0.1	4	-2	1.7	9
32	CN(CC(=O)Nc1ccc(N2CCOCC2)cc1)CC(=O)Nc1ccc(Cl)cc1[N+](=O)[O-]	-3	-13	-5	-6	0.0	4	-3	-0.5	10
33	Cc1oc2nc(SCC(=O)Nc3ccc(S(N)(=O)=O)cc3)nc(NC(=O)c3ccccc3)c2c1C	4	4	3	-4	-0.1	7	-1	1.1	-2
34	Cc1c(-c2ccc(/C=N/NC(=O)C(=O)Nc3ccccc3F)o2)cccc1[N+](=O)[O-]	-6	-3	-5	-1	0.2	2	-4	0.8	14
35	COc1ccccc1N1C(=NC(=O)COc2ccccc2)SC2CS(=O)(=O)CC21 (centres undefined)	-2	15	3	-2	0.0	9	-2	0.6	4
36	COc1ccccc1CNC(=O)CN1C(=O)COc2ccc(S(=O)(=O)N3CCCCC3)cc21	6	4	3	-1	0.0	3	-4	-0.6	14
37	O=c1c2ccccc2ncn1CCCCOc1ccccc1F	0	-10	1	3	0.0	6	0	-1.4	-6
38	Cc1ccc(C)c(NC(=O)c2cc(-c3cccnc3)nc3ccccc23)c1	-8	4	2	-1	-0.2	-6	-4	-2.6	0
39	COc1ccc(-n2c(SCC(=O)N3CCCCC3)nnc2-c2cccnc2)cc1	4	-7	3	0	-0.2	-6	-4	-4.2	13
40	NC1=NC2(CCCCC2)N(c2ccc(F)cc2)C(N)=N1	7	3	2	1	-0.1	-2	5	1.7	7
41	O=C(CC(C(=O)O)P(=O)(c1ccccc1)c1ccccc1)c1ccccc1 (centres undefined)	-7	4	-1	0	0.1	-2	-4	-1.6	4
42	O=C(CC1C(=O)NCCN1Cc1ccc(F)cc1Cl)NC1CCCCCCC1 (centres undefined)	5	5	5	-5	0.2	9	5	2.8	3
43	O=C(O)C1NCCc2ccccc21 (centres undefined)	1	-1	2	-3	-0.1	-3	-3	-0.5	-15
44	O=C(Nc1cccc(Cl)c1Cl)C1CC(=O)N(c2ccc(Br)cc2)C1 (centres undefined)	60*	7	3	-2	-0.1	6	-1	-0.6	2
45	c1ccc(Cn2nnc3c(NCC4CCCO4)nc(C4CC4)nc32)cc1 (centres undefined)	-8	4	3	1	0.0	1	3	1.2	-11
46	CSc1c(C#N)c(N)nc2sc(C(=O)c3ccccc3)c(N)c12	14	6	3	-1	-0.1	2	3	-1.5	32
47	O=C(COc1ccc2ccccc2c1)Nc1cccc(C(=O)Nc2ccccc2C(=O)O)c1	15	10	0	4	-0.1	22	12	3.4	-15
48	COc1ccccc1N1CCN(C2CCCN(Cc3cccc(O)c3)C2)CC1 (centres undefined)	-4	-3	-2	2	-0.1	9	-3	-2.6	1
49	O=[N+]([O-])c1ccc(O)c(Nc2ncnc3ccccc23)c1	7	30	0	-5	0.0	-7	0	-0.2	1
50	COc1ccc(CC(=O)Nc2ccc(S(=O)(=O)N3CCCC3)cc2)c(OC)c1	.	1	.	.	-0.3	.	-5	5.8	12

Screen by screen, from the results shown:
EBNA-1 inh, entries 16–26 → -10, 1, -3, 1, ., 10, 3, 2, 7, 2, 8
core dimer inh, entries 16–26 → 4, -4, -11, 2, ., 0, 8, 3, -4, 7, 0

The list goes on:
no.	molecule	EBNA-1 inh	ZTA DNA inh	Fh CTSL1 inh	TPT1 inh	Efflux pump inh	core dimer inh	PP1 inh	PP5 inh	PREPL inh
51	Oc1[nH]c2c(Cl)cc(Cl)cc2c1N=NC(=S)NCC1CCCO1 (centres undefined)	-5	-4	2	0	-0.4	2	12	1.3	15
52	Cc1nnc(-c2cnn(C)c2N)n1Cc1ccccc1F	1	0	1	-4	-0.1	-3	1	0.1	21
53	O=C(Nc1cccc2ccccc12)C12CC3CC(C1)CC(n1cnc([N+](=O)[O-])n1)(C3)C2	-11	-10	-4	-1	-0.1	3	-1	1.6	4
54	COc1cc(NS(=O)(=O)c2ccc(NC(=S)NC(C)=O)cc2)nc(OC)n1	0	1	-3	-1	0.1	3	-5	-3.2	-3
55	CCOc1cc(NC(=S)NCCCN2CCOCC2)c(OCC)cc1NC(=O)c1cccs1	7	5	2	-5	-0.2	-5	-2	1.4	22
56	COCC(=O)Nc1ccc(OCc2ccccc2)cc1	-4	2	-3	1	-0.5	1	-2	0.6	-3
57	Cc1ccc(N2CC(C(=O)Nc3nnc(SCCC4OCCO4)s3)CC2=O)cc1 (centres undefined)	11	12	-1	-2	-0.2	19	3	0.1	4
58	CCN(CC)CCCNCC(=O)Nc1cc(C)on1	6	7	0	0	0.2	4	-3	-1.7	-1
59	CCc1ccc(NC(=O)Cn2c(=O)n(CCC(=O)NC3CCN(Cc4ccccc4)CC3)c(=O)c3ccccc32)cc1	6	-13	2	-4	0.0	-4	-3	0.2	8
60	COCCN(C(=O)Nc1ccc(OC)cc1OC)C1CCN(C(C)=O)CC1	-7	12	-3	0	0.2	-5	-3	1.4	-3
61	COc1ccc(CN2CCCC(CO)(Cc3ccc(F)cc3)C2)c(OC)c1OC (centres undefined)	1	-9	-1	-2	-0.1	-2	0	1.1	3
62	Cc1ccccc1Cc1c(C)nc2nc(SCC(=O)NCCCN3CCCCC3)nn2c1C	-3	2	1	-2	0.5	2	-2	0.5	1
63	Cc1nn(Cc2ccc(F)cc2)c(C)c1NC(=O)c1nn(C)cc1Cl	3	-2	0	0	-0.3	-6	3	0.5	6
64	COc1cccc(C(=O)NC2CC(C)(C)NC(C)(C)C2)c1OC	1	-3	3	-4	0.2	2	2	1.3	2
65	Cc1cc(=O)n2nc(N3CCCC(C(=O)N4CCc5ccccc54)C3)sc2n1 (centres undefined)	-7	-9	7	-1	0.1	-2	-2	0.6	16
66	CC1CC(C)CN(C(=O)CCNC(=O)Cn2ccc3ccccc3c2=O)C1 (centres undefined)	-1	6	1	-2	-0.1	-2	-1	1.1	-4
67	Cc1nc(C)c(-c2csc(Nc3ccc(O)cc3C)n2)s1	2	-5	-3	1	0.5	-17	2	7.0	7
68	O=C(NC1CCCC1)C1CCN(S(=O)(=O)c2cccc3cccnc23)CC1	7	9	-4	-4	0.0	1	-3	-3.5	0
69	CC(=O)Nc1ccc(OCC(O)CN2CCN(c3ccc(F)cc3)CC2)cc1 (centres undefined)	-11	1	-4	-4	-0.1	-9	2	-0.2	2
70	CCOC(=O)C1(CCOc2ccccc2)CCN(CC(O)CO)CC1 (centres undefined)	-6	-16	3	-6	-0.1	-5	-4	3.0	-18
71	COc1cc(/C=C/C(=O)OCC(=O)Nc2ccc3c(c2)OCCO3)ccc1O	-2	-4	-3	2	-0.4	1	0	3.4	0
72	COC(=O)c1c(NC(=O)C(C)(C)C)sc2c1CCN(Cc1ccccc1)C2	-1	2	2	-2	0.0	-5	1	2.4	25

High-throughput results from PubChem.
